C2C12 statin: suppressors of statin myotoxicity in C2C12 myotubes, primary screen, cell-based, single point, plate reader. C2C12 myotubes + simvastatin, ATP luminescence, 48 h; scaled: DMSO 0, geranylgeraniol control 100. rescue of ATP level, % at 7.49 µM. 0.78% of 330,000 active;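 active = mean ATP rescue above about 67%, or every replicate alone reaching that limit, limit read from the data, passing the limit was not always enough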;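 also: myotubes were challenged with 10 µM simvastatin during compound exposure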
miR-122 sensor: miR-122 Renilla sensor signal increase in Huh7, primary screen, miR-122 inhibitor project, cell-based, single point, plate reader. Huh7 miR-122 Renilla luciferase sensor, 48 h; neutral wells = 0, positive control = 100. 0.3% of 340,000 active. activation (reporter increase), % at 12.5 µM;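 active = mean replicate activation score at least 90 and every replicate individually at or above 90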;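 also: higher luciferase means less miR-122 activity so hits act as miR-122 inhibitors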
CFTR F508del cor: F508del CFTR correction, initial screen, CFBE line, single point. 0.36% of 350,000 active. CFBE cells, YFP halide quenching; stimulated with forskolin plus potentiator P3; % fluorescence drop versus neutral controls. activity (quench increase), % at 7.58 µM;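 active = mean added fluorescence quench of at least 8% versus neutral control, with both replicates also reaching 8%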;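 also: cells transiently co-express mutant CFTR-F508del with the halide-sensitive YFP; corrector assay measuring rescue of mutant channel to the surface after 24 h compound exposure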
INS-1E GSIS act: GLuc luminescence reporter in INS-1E cells, primary screen for activators of glucose-dependent secretion of insulin; activation, % at 16.6 µM; 0.61% of 370,000 active; INS-1E GLuc reporter insulin secretion, 2-3 h;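 active = lowest replicate activation of at least 40%, so every replicate reaches that level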;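 also: 0% = median of neutral control wells and 100% = median of IBMX positive control wells; some compounds called inactive have numbers as strong as hits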
FN deposit inh: inhibitors of fibronectin matrix deposition, primary screen, AH1F cells, Alexa488-fibronectin fluorescence, plate reader; AH1F fibroblasts, overnight; inhibition, % at 12.6 µM; 0.086% of 350,000 active; AID 743247, 2014;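 active = mean inhibition across replicates of 30% or more, regardless of how many single replicates reach that level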;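 also: positive control wells lacked labelled fibronectin entirely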
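material = AH1F fibroblast monolayer depositing Alexa488-labelled fibronectin into matrix | amount = 10000 AH1F cells/well | buffer or medium = DMEM plus 2% serum, read in PBS | incubation = 1 h cell adhesion before compound, then overnight fibronectin incubation | detection = fluorescence at 485 nm excitation, 525 nm emission | evaluation = percent inhibition as loss of matrix-bound fibronectin fluorescence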
Cneo AK release: Cryptococcus neoformans cell lysis inducers, primary screen, AK release luminescence, single concentration | C. neoformans lysis, adenylate kinase release luminescence, 4 h; normalised: neutral wells 0, clomiphene wells 100 | lysis activity, % at 15 µM | 0.2% of 360,000 active | AID 651654, 2012;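 active = mean lysis activity across replicates of at least 80%, whatever share of replicates individually reach that level; inactive = mean lysis activity below 80%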
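Signal: Adenylate kinase release luminescence | Assay system: Log-phase Cryptococcus neoformans yeast cells | Input: Cells at 5 × 10^6 per mL | Buffer or medium: Fresh YPD growth medium | Compound: Single dose | Schedule: Static 4 h at 37 °C with compound, 1 h detection | Controls: Clomiphene | Read-out: Luminescence rise reflecting yeast cell lysis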
PglD inh: C. jejuni PglD acetyltransferase inhibitors, primary screen, biochemical, DTNB colorimetric, single point | AID 602405, 2012 | inhibition, % at 12.5 µM | 0.098% of 360,000 active | purified PglD enzyme, DTNB colorimetric CoA detection; in the data active = inhibition above about 16%, passing the limit was not always enough; also: strong numbers were not always called active
PGC1a acetyl inh: inhibitors of PGC1a acetylation signal, primary screen, cell-based, U2OS, AlphaScreen, inhibitor mode. AlphaScreen anti-acetyl-lysine; with virally co-expressed GCN5 acetyltransferase. 0.17% of 350,000 active. AID 651687, 2012. inhibition, % at 15.6 µM;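 active = every replicate shows inhibition of at least 40%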;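 also: 0% = neutral control wells and 100% = positive control wells; some results beyond the cut were filed as inactive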
An asterisk follows results filed as active; x = not tested or not shown; & = joins results of further samples; [ ] = dose if it differs, or a comment. Random draw from the library, and some 2.1% of all compounds hit somewhere here.

SMILES | C2C12 statin | miR-122 sensor | CFTR F508del cor | INS-1E GSIS act | FN deposit inh | Cneo AK release | PglD inh | PGC1a acetyl inh
Cc1noc(C)c1S(=O)(=O)Nc1ccc2c(c1)C(=O)N([C@H](C)CO)C[C@H](C)[C@H](CN(C)S(=O)(=O)c1ccc(Cl)cc1)OCCCC[C@@H](C)O2 | 51&-1 | -1[16.7 µM] | 2.1&1.4 | 4&-15 | 6&-5 | -4&0 | 0&2 | -6
OCCN1c2ccccc2CCc2ccccc21 | 8 | 10 | 0.1 | x | -3 | 0 | 7 | -9
O=C(CNC1CCCCCC1)Nc1ccccc1N1CCCCC1 | -3 | 7 | x | x | x | -8 | -2 | -9
CCOC(=O)[C@@H]1[C@H]2COc3cc(OC)ccc3[C@H]2N2C(=O)N(c3ccc(Cl)cc3)C(=O)[C@]12C | -10 | -2 | 1.8 | -10 | -21 | 3 | -2 | -2
Cc1noc(C)c1NC(=O)Nc1ccc2c(c1)CC(=O)N([C@H](C)CO)C[C@H](C)[C@@H](CN(C)S(=O)(=O)c1ccc(F)cc1)O2 | 19 | -3[16.7 µM] | -3.5 | -5 | x | -2 | -2 | 9
COc1cc(OC)cc(C(=O)N[C@H](C(=O)Nc2nnc(C3CC3)s2)C(C)C)c1 | -1 | 1 | 2.5 | 15 | 4 | -1 | -1 | x
O=C(O)c1ccc(Oc2c(C(F)(F)F)oc3cc(O)ccc3c2=O)cc1 | x | -5 | -2.4 | 6 | 1 | 12 | -1 | 0
CC=Cc1ccc2n(c1=O)C[C@H]1[C@H](CO)[C@@H](C(=O)NCCc3ccccc3)N(C(C)=O)[C@@H]21 (mixture of isomers) | 0 | x | x | 6 | x | 30 | 2 | x
Cc1cccc(-c2nc(C#N)c(N3CCCCC3)o2)c1 | 1 | x | 1.0 | 15 | -1 | -1 | 3 | -4
CO[C@H]1CN(C)C(=O)c2cc(NC(=O)Nc3cc(F)ccc3F)ccc2OC[C@@H](C)N(C)C[C@@H]1C | -5 | 10[16.7 µM] | -1.7 | -16 | -7 | -1 | 0 | -14
CC(=O)c1cn(CCOc2ccccc2C)c2ccccc12 | -13 | x | 3.9 | -12 | -6 | -2 | 4 | x
COc1ccc(S(=O)(=O)Nc2cccc3c2O[C@@H](CN(C)C(=O)NC(C)C)[C@@H](C)CN([C@H](C)CO)C3=O)cc1 | x | 3[16.7 µM] | 0.4 | 12 | x | 2 | 4 | 1
COc1ccc(N(CC(=O)NN=C2CCCC2)S(=O)(=O)c2ccccc2)cc1Cl | -1 | 5 | x | -9 | 8 | 10 | 4 | 4
O=C(c1cccc([N+](=O)[O-])c1)N1CCN(c2ccccn2)CC1 | 2 | -6 | x | 14 | -3 | 0 | -1 | 0
C[C@H]1CN([C@@H](C)CO)C(=O)Cc2cc(NS(=O)(=O)c3ccccc3)ccc2O[C@H]1CN(C)C(=O)NC1CCCCC1 | -6 | 0[16.7 µM] | 0.9 | -1 | x | -3 | -4 | -2
CCS(=O)(=O)Nc1ccc2c(c1)C(=O)N(C)C[C@@H](OC)[C@@H](C)CN(C(=O)COC)[C@H](C)CO2 | 0 | x | -4.5 | -4 | -14 | -2 | -3 | 13
C[C@H]1CN([C@@H](C)CO)C(=O)c2cc(C3=CCCCC3)cnc2O[C@H]1CN(C)C(=O)Nc1ccccc1 | 5 | -9[16.7 µM] | 1.7 | -23 | 2 | -16 | 3 | -1
CCCCn1c(N)c(N(CCOC)C(=O)CN2C(=O)NC3(CC(C)CC(C)(C)C3)C2=O)c(=O)[nH]c1=O (stereo not drawn) | 1 | x | -0.5 | -5 | -4 | -1 | -3 | x
CCOC(=O)c1[nH]c(C)c(C(=O)NCc2ccc(C)cc2)c1C | 4 | 1 | 4.0 | -6 | -3 | 4 | 5 | 5
COc1ccc(S(=O)(=O)N2CCOC2CNC(=O)C(=O)NCc2ccc3c(c2)OCO3)cc1OC (stereo not drawn) | -1 | -3 | 2.5 | 20 | x | 0 | 0 | -1
CO[C@@H]1CN(C)C(=O)c2ccc(NC(=O)C3CCCC3)cc2OC[C@H](C)N(S(C)(=O)=O)C[C@H]1C | -8 | x | 4.2 | -3 | -3 | 51 | -2 | 15
C[C@@H]1CN([C@H](C)CO)C(=O)c2ccccc2-c2ccccc2CO[C@H]1CN(C)S(=O)(=O)c1cccc(F)c1 | x | x | -1.9 | 33 | -3 | -1 | 7 | -12
COc1cccc(-c2cnc3c(c2)C(=O)N([C@H](C)CO)C[C@H](C)[C@H](CN(C)S(=O)(=O)c2cccc(OC)c2)O3)c1 | 20 | -1[16.7 µM] | -1.6 | -4 | x | -5 | -1 | 0
CN1CCN(C(=O)C[C@@H]2C[C@@H]3c4cc(NC(=O)Nc5ccc(F)cc5)ccc4O[C@@H]3[C@@H](CO)O2)CC1 | 10 | 0[16.7 µM] | 1.8 | -7 | -18 | 11 | 3 | 2
COc1ccc(N2CCN(CC(O)COc3ccc4c(c3)CCC4)CC2)cc1 (stereo not drawn) | x | 6 | x | x | 6 | -1 | -5 | 4
CC(C)=C1SC(N2CCN(c3cccc(C(F)(F)F)c3)CC2)=NC1=O | x | -2 | x | x | -1 | 1 | -5 | x
COc1ccc(Cl)cc1NC(=O)CN(C)C(=O)c1cc(-c2ccncc2)nc2ccccc12 | -7 | -1 | 1.2 | -12 | -21 | 5 | -10 | -2
COc1cccc(NC(=O)N(C)C[C@@H]2Oc3cc(C#CC4(O)CCCC4)ccc3S(=O)(=O)N([C@@H](C)CO)C[C@H]2C)c1 | -35 | 9[16.7 µM] | 0.6 | -12 | 16 | 2 | 0 | -9
Cc1csc(CCc2nc(C)cs2)n1 | x | -6 | x | x | -4 | -2 | 1 | 6
O=C(NCCc1ccccc1F)[C@@H]1CSC2c3ccccc3C(=O)N21 (stereo partly drawn) | -6 | -15 | x | x | x | 1 | -3 | -9

Only miR-122 sensor and CFTR F508del cor, for some of the entries so far:
SMILES,miR-122 sensor,CFTR F508del cor
COc1cccc(-c2cnc3c(c2)C(=O)N([C@H](C)CO)C[C@H](C)[C@H](CN(C)S(=O)(=O)c2cccc(OC)c2)O3)c1,-1[16.7 µM],-1.6
CN1CCN(C(=O)C[C@@H]2C[C@@H]3c4cc(NC(=O)Nc5ccc(F)cc5)ccc4O[C@@H]3[C@@H](CO)O2)CC1,0[16.7 µM],1.8
COc1ccc(N2CCN(CC(O)COc3ccc4c(c3)CCC4)CC2)cc1 (stereo not drawn),6,x
CC(C)=C1SC(N2CCN(c3cccc(C(F)(F)F)c3)CC2)=NC1=O,-2,x

Next records:
SMILES | C2C12 statin | miR-122 sensor | CFTR F508del cor | INS-1E GSIS act | FN deposit inh | Cneo AK release | PglD inh | PGC1a acetyl inh
O=C(NCc1ccccn1)C1CCN(Cc2cnn(-c3ccccc3)c2-n2cccc2)CC1 | 4 | -6 | x | x | x | 1 | 0 | x
CNC(=O)C[C@@H]1CC[C@@H]2[C@H](COc3ccc(NC(=O)Nc4ccc(F)cc4)cc3C(=O)N2C)O1 | -2 | -8[16.7 µM] | 1.4 | 0 | -12 | 2 | 0 | -3
Cc1cccc(C)c1NC(=O)N1CCC(n2cnc3ccccc32)CC1 | -7 | -1 | x | -5 | 9 | x | x | 1
C[C@@H]1CN([C@@H](C)CO)C(=O)c2cccc(NC(=O)Nc3ccc(F)cc3)c2O[C@@H]1CN(C)C(=O)Nc1cccc2ccccc12 | 15 | 0[16.7 µM] | -4.3 | -12 | x | 3 | 4 | 10
CC(=O)Oc1ccc(N(C(C)=O)S(=O)(=O)c2cccs2)c2ccccc12 | -9 | 1 | x | x | x | 0 | -12 | 14
CCOC(=O)Cc1csc(NC(=O)CN2CCN(c3ccccc3)CC2)n1 | 8 | 1 | -3.2 | 0 | 3 | -3 | 0 | 4
COc1ccc(S(=O)(=O)N(C)C[C@@H]2Oc3cc(C#CC4CCCC4)ccc3S(=O)(=O)N([C@@H](C)CO)C[C@@H]2C)cc1 | -81 | 2[16.7 µM] | 2.7 | 16 | -5 | 1 | 0 | -18
O=C([C@H]1[C@H](CO)[C@H]2Cn3c(cccc3=O)[C@H]2N1CC1CCCC1)N1CCc2ccccc2C1 | -10 | x | x | -10 | x | 0 | -5 | x
CCOc1ccc2c(c1)C(c1ccc(C)cc1)=NNC(c1ccc(C)cc1)=N2 | x | 1 | x | x | x | -1 | -7 | 0
c1ccc(N2CCN(Cc3nc4ccccc4[nH]3)CC2)nc1 | 9 | 5 | -1.5 | 8 | 3 | 19 | -7 | x
CC(Sc1nnnn1C)C(=O)Nc1ncc(Cl)cc1Cl (stereo not drawn) | -12 | -6 | 0.4 | 3 | 4 | 2 | -4 | 3
CCCn1nc(NC(=O)CC(C)C)c2cc3cccc(C)c3nc21 | -5 | 5 | 0.0 | -23 | -2 | -1 | 0 | 0
COc1ccc(Cl)cc1NC(=O)CN(C)C(=O)Cn1cnc2c1c(=O)n(C)c(=O)n2C | -17 | -2 | 2.0 | 7 | -16 | 2 | 7 | x
OC(c1ccc(Cl)cc1)c1ncc(-c2ccccc2Cl)[nH]1 (stereo not drawn) | 3 | 47 | -1.4 | -10 | 7 | -2 | 4 | x
Cc1ccnc(SCC(=O)n2c3c(c4ccccc42)CC(C)CC3)n1 (stereo not drawn) | 14 | 8 | x | x | 2 | -2 | -1 | -20
CC1(C)CC(=O)C(C=NCCN2CCN(C(=S)Nc3ccc(F)cc3)CC2)=C(O)C1 | 65* | -1 | x | x | x | -2 | 1 | 0
CCOC(=O)C1CCN(S(=O)(=O)c2cccc3nonc23)CC1 | -9 | 5 | x | x | 0 | 0 | 2 | 3
Cc1cc(=O)n(-c2ccccc2)n1C | -10 | -1 | -3.6 | 4 | x | 1 | 1 | -6
CCOC(=O)/C=C1/SCC(=O)N1Cc1ccc(Br)cc1 | 0 | -2 | -2.9 | x | 3 | 0 | -4 | -8
Cc1cccc(NC(=O)CSc2nc(C)c(CC(=O)c3ccc(Br)cc3)c(C)c2C#N)c1C | 8 | -5 | x | x | x | 3 | 2 | -11
CC(C(=O)NC1(C#N)CCCCC1)N(C)CC(=O)Nc1ccc(Cl)c(Cl)c1 (stereo not drawn) | -6 | 5 | -2.8 | -20 | 1 | 1 | -1 | 7
CCCCn1nc(CC(=O)O)c2ccccc2c1=O | -9 | 7 | x | x | x | 1 | -1 | -21
Cc1nn(C)c(C)c1C(=O)NN | x | -10 | x | -3 | -1 | -2 | 0 | 3
Cc1ccc(S(=O)(=O)N(C)C[C@H]2Oc3ncc(-c4ccccc4)cc3C(=O)N([C@H](C)CO)C[C@@H]2C)cc1 | 4 | 28[16.7 µM] | 0.3 | -28 | -11 | -2 | 3 | -11
CCOC(=O)c1c(NC(=O)c2cccc(N3C(=O)CCC3=O)c2)sc2c1CCN(CC)C2 | x | x | 2.5 | 5 | x | 0 | -3 | x
COc1ccc(CN(Cc2ccccn2)S(=O)(=O)c2ccc(-n3cnnn3)c(OC)c2)cc1 | -8 | x | 2.5 | 2 | x | 0 | -3 | 2

Bioassay records as filed in PubChem BioAssay.
